Bioassay records (PubChem BioAssay)
BoNT-F LC inh: blocks Botulinum neurotoxin F light chain protease. 0.22% of 360,000 active. Multiplex microsphere protease cleavage assay, flow cytometry. inhibition, % at 10 µM; in the data active = inhibition above about 35%, passing the limit was not always enough; inconclusive = no clear call, values can overlap the other calls; also: plate controls were buffer without enzyme for full effect and enzyme alone for no effect
TcdB inh: blocks C. difficile toxin B glycohydrolase activity; P18177; TcdB glycohydrolase enzymatic assay, plate reader; inhibition, % at 9.99 µM; 0.24% of 350,000 active; AID 652162; in the data active = inhibition above about 10%
Anthrax LF inh2: anthrax lethal factor protease inhibition; P15917; multiplex microsphere protease cleavage assay, LF; inhibition, % at 10 µM; 0.12% of 360,000 active; also: plate controls were buffer without enzyme for full effect and enzyme alone for no effect
Target sequence (P15917 whole entry, looked up): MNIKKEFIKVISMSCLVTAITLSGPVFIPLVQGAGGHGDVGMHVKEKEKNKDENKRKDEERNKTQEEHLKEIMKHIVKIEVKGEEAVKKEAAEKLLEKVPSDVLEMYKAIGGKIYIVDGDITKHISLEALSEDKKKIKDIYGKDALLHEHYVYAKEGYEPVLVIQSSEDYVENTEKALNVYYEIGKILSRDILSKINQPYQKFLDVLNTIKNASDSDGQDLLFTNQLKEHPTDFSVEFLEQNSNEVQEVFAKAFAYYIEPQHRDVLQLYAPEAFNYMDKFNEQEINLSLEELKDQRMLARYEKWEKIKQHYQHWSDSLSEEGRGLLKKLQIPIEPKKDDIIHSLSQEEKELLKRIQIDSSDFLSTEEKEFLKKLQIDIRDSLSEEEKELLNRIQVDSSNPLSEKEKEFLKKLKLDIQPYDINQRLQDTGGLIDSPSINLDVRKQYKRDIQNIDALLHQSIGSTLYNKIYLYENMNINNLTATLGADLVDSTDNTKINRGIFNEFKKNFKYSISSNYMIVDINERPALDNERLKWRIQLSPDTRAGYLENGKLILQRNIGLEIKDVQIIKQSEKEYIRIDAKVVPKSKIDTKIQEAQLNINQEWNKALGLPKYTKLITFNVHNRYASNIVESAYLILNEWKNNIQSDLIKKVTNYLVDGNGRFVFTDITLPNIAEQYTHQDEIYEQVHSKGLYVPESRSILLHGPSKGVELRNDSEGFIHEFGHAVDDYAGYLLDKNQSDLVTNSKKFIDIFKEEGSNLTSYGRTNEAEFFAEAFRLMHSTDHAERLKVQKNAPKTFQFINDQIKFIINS
PfHsp40 rescue: compounds rescuing yeast from Plasmodium falciparum HSP40 toxicity. S. cerevisiae expressing PfHsp40, growth rescue, ATP luminescence. growth rescue, % at 12.5 µM. 0.68% of 340,000 active; in the data active = growth rescue above about 28%, passing the limit was not always enough; inconclusive = no clear call, values can overlap the other calls;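 also: yeast W303a lacking pdr1 and pdr3 grown in galactose medium; growth measured after three days at 30 °C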
PrPC surface inh: cell surface PrPC inhibition, primary TR-FRET screen. P04156. TR-FRET read-out. inhibition, % at 13.8 µM. 0.43% of 370,000 active. AID 720596; in the data active = inhibition above about 24%; also: 0% = median of the test wells and 100% = reference compound wells
BoNT A protease: BoNT A light chain protease inhibition | 0.17% of 360,000 active | inhibition, % at 10 µM | multiplex microsphere protease substrate cleavage, flow cytometry; also: plate controls were buffer without enzyme for full effect and enzyme alone for no effect
FadD28 binding: blocks FadD28 binding to the bisubstrate probe. fluorescence polarization. inhibition, % at 12.5 µM. 0.22% of 360,000 active. AID 588549; in the data active = inhibition above about 8.5%, passing the limit was not always enough; inconclusive = no clear call, values can overlap the other calls
CCHF vOTU inh: blocks the CCHF virus ovarian tumor domain protease | CCHFV vOTU protease, Pep-AMC fluorescence | inhibition, % at 11.5 µM | 0.55% of 370,000 active | AID 651958; in the data active = inhibition above about 30%; also: 0% = vehicle wells with enzyme and 100% = no enzyme wells
Y pestis TopoI: Y. pestis Topo-I inhibition via cleavage products. 0.064% of 360,000 active. activity, % at 10 µM. Y. pestis Topo-I cleavage product accumulation, plate reader; in the data active = activity above about 50%, passing the limit was not always enough; inconclusive = no clear call, values can overlap the other calls; also: inactives centre near 2
* hit, by the source's call; ? = inconclusive; / = not tested or not shown. Rule as the data show it, unless noted: active = inhibition above about 30%; inconclusive = no clear call, values can overlap the other calls; inactive = below that. Rows are unselected; any-hit rate near 2.3%.

Compound	PfHsp40 rescue	CCHF vOTU inh	FadD28 binding	Y pestis TopoI	TcdB inh	Anthrax LF inh2	PrPC surface inh	BoNT-F LC inh	BoNT A protease
CC1CC(C)CN(C(=O)CCCn2c(=O)c3cccn3c3cccnc32)C1 (stereo not drawn)	0.2	5.6	-4.3	7.4	2.4	0.7	9.7	1.4	0.4
C(=C\c1nc(N2CCCC2)c2ccccc2n1)/c1ccccc1	0.7	1.3	-1.1	10.0	/	-0.9	5.0	-3.9	1.8
O=C(CCCn1cncn1)N1CCCC(Nc2ccc(F)cc2)C1 (stereo not drawn)	-1.3	2.6	1.7	5.9	-0.4	?	-3.4	12.9	0.8
Cc1ccc(-c2csc(/C(C#N)=C/Nc3ccccc3SC(F)(F)F)n2)c(C)c1	-0.4	2.8	-0.5	7.4	-0.2	0.3	8.8	2.1	-0.1
COc1ccc(C2=NCC(=O)N(CC(=O)NCc3ccco3)c3sc4c(c32)CCCC4)cc1	1.2	13.8	-2.0	2.9	/	-5.9	1.0	-0.8	-0.8
Cc1ccccc1-n1cnc2cc(NCc3cccs3)ccc21	0.7	11.9	0.0	-3.1	/	-3.0	14.7	-8.4	?
COc1cc(CN2C(=O)C(C)ON=C2c2ncccc2C)cc(OC)c1 (stereo not drawn)	/	-1.2	-3.7	1.0	1.4	-12.7	-5.9	-7.9	-0.8
COc1ccc(NC(=O)c2ccc(Cl)nc2)cc1S(=O)(=O)N1CCCCC1	0.2	-6.4	-2.2	-1.0	/	0.5	11.1	-0.9	0.9
CCCOP(=O)(OCCC)C(NC(=O)c1ccccc1)=C(Cl)Cl	-1.5	-0.3	-4.4	0.0	0.7	-2.6	3.4	-12.2	-0.8
Cc1ccc(NC(=O)/C(=C/c2ccco2)c2ccccc2)c(C)c1	0.3	17.1	-1.4	22.5	/	3.0	-8.7	13.4	-0.8
COc1ccc(/C=C2\N=C(SC)NC2=O)cc1	0.7	1.2	0.2	-1.7	/	-4.0	1.0	5.5	0.4
COc1ccc(N2CCN(C(=O)CC3NC4CCCCC4NC3=O)CC2)cc1 (stereo not drawn)	1.1	-3.9	-1.7	-4.3	/	-1.2	-3.6	2.2	1.5
Cc1ccc2[nH]c(C(=O)N3CCCCC3)cc2c1	1.3	3.9	-0.1	6.0	1.2	-6.8	-9.5	9.8	0.0
CCOc1ccc(NC(=O)CCC(=O)NNC(=O)c2ccc(Br)o2)cc1	0.4	7.3	1.8	3.1	1.1	0.2	-5.5	2.2	2.5
CSCCC(c1nnnn1C1CCCC1)N1CCN(C/C=C/c2ccccc2)CC1 (stereo not drawn)	/	16.9	-4.1	/	0.6	2.5	-5.0	-5.4	-0.6
CN(Cc1ccccc1)C(=O)c1[nH]cnc1C(=O)NCCCCCNC(=O)OC(C)(C)C	0.2	8.7	-0.4	2.4	-1.1	0.7	17.4	-8.2	0.0
Cc1ccc(S(=O)(=O)N2C[C@@H](C)[C@]3(C2)[C@H](O)[C@H](OC(=O)NCc2ccccc2)C[C@H]2C(=O)N(c4ccccc4)C(=O)[C@H]23)cc1	/	6.2	-1.5	3.5	0.1	0.5	-6.9	4.9	0.7
CC1CCN(C(=O)c2[nH]cnc2C(=O)NCC(=O)OCc2ccccc2)CC1	0.2	10.4	-3.4	-1.5	0.4	4.2	6.2	2.9	0.6
O=C(Nc1nc2ccc([N+](=O)[O-])cc2s1)c1c(F)cccc1F	-1.3	16.4	-0.2	2.0	-1.2	-7.0	3.0	0.5	-0.9
O=c1[nH][nH]c(C(F)(F)F)c1C=NCc1ccc(Cl)cc1	0.3	-2.4	-2.8	3.4	/	-1.4	3.9	-2.0	0.4
CS(=O)(=O)N1CCCCC1c1cc(C(=O)Nc2cccc3c2CCCC3)no1 (stereo not drawn)	/	-1.3	-3.5	2.2	1.6	-5.9	-8.1	-6.4	-0.3
COc1ccc(F)cc1CN1CCN(C(=O)CCC(=O)Nc2nnc(C3CCCCC3)s2)CC1	0.0	11.0	1.6	3.3	0.3	-1.6	-2.0	8.9	1.3
Cc1cccc(NC(=O)C(Cc2ccccc2)c2nn[nH]n2)c1C (stereo not drawn)	-0.3	2.5	0.6	8.8	0.4	2.2	4.7	?	3.2
COCCCNC(=O)c1cn(Cc2c(F)cccc2Cl)nn1	-1.4	1.1	-1.8	1.4	/	-3.3	2.3	6.7	-0.5
O=c1c2[nH]c3ccccc3c2ncn1CCC1=CCCCC1	?	4.8	-1.5	5.6	/	-1.2	0.3	5.9	0.8

Arranged by length of the SMILES (ascending): some entries from above
Compound	PfHsp40 rescue	CCHF vOTU inh	FadD28 binding	Y pestis TopoI	TcdB inh	Anthrax LF inh2	PrPC surface inh	BoNT-F LC inh	BoNT A protease
Cc1ccc2[nH]c(C(=O)N3CCCCC3)cc2c1	1.3	3.9	-0.1	6.0	1.2	-6.8	-9.5	9.8	0.0
COCCCNC(=O)c1cn(Cc2c(F)cccc2Cl)nn1	-1.4	1.1	-1.8	1.4	/	-3.3	2.3	6.7	-0.5
O=c1c2[nH]c3ccccc3c2ncn1CCC1=CCCCC1	?	4.8	-1.5	5.6	/	-1.2	0.3	5.9	0.8
C(=C\c1nc(N2CCCC2)c2ccccc2n1)/c1ccccc1	0.7	1.3	-1.1	10.0	/	-0.9	5.0	-3.9	1.8
Cc1cccc(NC(=O)C(Cc2ccccc2)c2nn[nH]n2)c1C (stereo not drawn)	-0.3	2.5	0.6	8.8	0.4	2.2	4.7	?	3.2
O=c1[nH][nH]c(C(F)(F)F)c1C=NCc1ccc(Cl)cc1	0.3	-2.4	-2.8	3.4	/	-1.4	3.9	-2.0	0.4
COc1cc(CN2C(=O)C(C)ON=C2c2ncccc2C)cc(OC)c1 (stereo not drawn)	/	-1.2	-3.7	1.0	1.4	-12.7	-5.9	-7.9	-0.8
COc1ccc(N2CCN(C(=O)CC3NC4CCCCC4NC3=O)CC2)cc1 (stereo not drawn)	1.1	-3.9	-1.7	-4.3	/	-1.2	-3.6	2.2	1.5
CC1CC(C)CN(C(=O)CCCn2c(=O)c3cccn3c3cccnc32)C1 (stereo not drawn)	0.2	5.6	-4.3	7.4	2.4	0.7	9.7	1.4	0.4
CS(=O)(=O)N1CCCCC1c1cc(C(=O)Nc2cccc3c2CCCC3)no1 (stereo not drawn)	/	-1.3	-3.5	2.2	1.6	-5.9	-8.1	-6.4	-0.3
COc1ccc(C2=NCC(=O)N(CC(=O)NCc3ccco3)c3sc4c(c32)CCCC4)cc1	1.2	13.8	-2.0	2.9	/	-5.9	1.0	-0.8	-0.8

(continued)
Compound	PfHsp40 rescue	CCHF vOTU inh	FadD28 binding	Y pestis TopoI	TcdB inh	Anthrax LF inh2	PrPC surface inh	BoNT-F LC inh	BoNT A protease
CC1(C(=O)NS(=O)(=O)c2cccc(C#N)c2)CCN1C(=O)Cc1ccccc1Cl (stereo not drawn)	/	5.9	-2.6	0.2	0.7	0.5	-7.6	0.5	-0.5
FC(F)(F)c1ccc(/C=N/N2CCN(Cc3ccccc3)CC2)cc1	-0.4	-6.7	-0.5	21.7	/	-3.7	5.5	-9.8	-0.5
COCCCC1CCN(Cc2nc(Cc3ccccc3Cl)no2)CC1	0.4	-8.2	-4.4	8.1	0.0	-1.4	-0.5	-2.5	0.3
O=C(O)C1SCCN1S(=O)(=O)c1ccc(N=NN2CCOCC2)cc1 (stereo not drawn)	-0.3	6.5	1.1	-1.0	0.8	-6.8	4.5	-3.2	1.8
Cc1c(CC(=O)N2CCC(C(N)=O)CC2)c(=O)oc2cc3c(cc12)CCC1(CCCCC1)O3	-0.2	-119.5	-5.2	38.8	-0.1	4.3	3.8	-3.4	-0.4
COc1ccc2c(CN3CCN(c4ccc(Cl)c(Cl)c4)CC3)cc(=O)oc2c1	/	-8.7	-0.4	/	0.1	4.5	3.4	2.5	-0.3
CCN1C(=O)/C(=C/c2cn(-c3ccccc3)nc2-c2cccnc2)SC1=S	0.3	-7.8	-2.4	2.3	1.3	14.2	-5.6	14.4	4.1
COc1ccc(OCCCC(=O)Nc2ncn[nH]2)cc1	-0.1	-2.4	-3.6	5.5	-0.6	0.2	5.0	1.9	0.3
Cc1c(N(C)S(=O)(=O)c2cc(C(=O)Nc3ccccn3)ccc2Cl)c(=O)n(-c2ccccc2)n1C	0.0	4.7	-0.3	5.5	-1.1	-1.9	-7.8	-7.5	-1.6
COc1ccc(C(=O)N2CCc3cc4c(cc3C2C)OCCCO4)cc1 (stereo not drawn)	-0.5	0.3	-0.8	8.1	-0.9	1.7	1.3	-3.1	0.0
CC1=C(C(=O)OC(C)C)C(c2cccc([N+](=O)[O-])c2)n2c(cc(=O)[nH]c2=S)N1 (stereo not drawn)	-0.3	-1.2	-1.2	-5.8	0.4	1.3	-6.7	-10.2	-0.6
O=C(Nc1ccc(Nc2ccncc2)cc1)c1ccc(Nc2ccnc3ccc([N+](=O)[O-])cc23)cc1[N+](=O)[O-]	1.0	17.7	-0.6	-7.6	-4.9	-10.0	-4.7	-11.1	0.6
O=C(CN1CCC(NC(=O)C2CC2)CC1)Nc1ccccc1[N+](=O)[O-]	-0.6	5.4	-1.9	2.1	0.6	9.1	-26.1	-3.7	-0.9
CCOc1cc(C(=O)N/N=C\c2cn(CC)nc2C)cc(OCC)c1OCC	-0.6	-12.5	-2.3	-9.4	/	-5.3	8.5	-4.4	-1.4
Cc1cc(NC(=O)C(C)C)ncc1NC(=O)c1cccc(F)c1	0.8	3.9	-1.3	0.2	/	0.7	2.5	-41.2	-1.9
COC(=O)N(C)c1ccc(C(O)(C(=O)OC)C(F)(F)F)cc1 (stereo not drawn)	-1.3	-6.6	-4.4	-7.1	0.5	1.3	6.9	0.6	0.0
COc1cccc(CNc2nccs2)c1O	-1.2	-10.0	-4.8	-1.8	-1.8	7.4	2.9	-13.3	0.0
O=C(CN1CCOCC1)Nc1scc(-c2ccccc2)c1C(=O)N1CCOCC1	1.0	1.7	-7.1	1.6	/	1.1	6.6	2.8	0.4
COc1ccc(Oc2ccc(/C=C/C(=O)c3ccc(O)cc3)cc2[N+](=O)[O-])cc1	-0.9	0.7	-3.5	-18.8	-0.3	0.1	7.7	-7.4	-0.2
CC(=O)Nc1ccc(S(=O)(=O)N2CCN(CCCOc3cc(C)ccc3C)CC2)cc1	-0.6	10.8	-4.4	1.1	/	-5.4	9.7	-16.3	-1.0
Cc1ccc(Nc2c(-c3ccccn3)nc3cccc(C)n23)cc1	-0.5	14.0	0.2	15.2	1.6	-0.4	29.9*	-0.9	-3.7
CCCCNC(=O)C(NC(=O)c1cccc2ccccc12)C(=O)c1ccccc1 (stereo not drawn)	/	-5.8	-2.9	/	0.3	9.4	-4.3	6.5	-0.1
CC(=O)Oc1ccc(C(=O)O)c(OC(C)=O)c1	0.3	0.7	-0.6	1.9	1.0	14.2	7.5	3.7	2.4
Cc1ccc(S(=O)(=O)N2C[C@H]3[C@H]4C(=O)N(c5ccccc5)C(=O)[C@H]4C[C@H](OC(=O)NCC4CCCCC4)[C@@]3(O)C2)cc1	/	5.8	-4.8	0.9	1.9	-0.1	-5.4	-2.1	-0.5
CCN(CC)c1nc2ccccc2nc1C(C#N)C(=O)NCCCOC (stereo not drawn)	-0.4	-19.8	-0.5	36.1	/	8.3	-11.9	-1.3	6.1
CCOC(=O)c1cc(C#N)c(SCC(N)=O)[nH]c1=O	0.9	-20.8	-2.0	0.4	1.7	-3.6	-5.2	-2.6	0.1
CN(c1ccc(C(=O)Nc2ccccc2C(F)(F)F)cc1)S(C)(=O)=O	0.9	3.9	-2.7	-7.5	/	0.0	1.1	-11.1	-0.3
Cc1cccc(NC(=O)COC(=O)C(NC(=O)c2cccc(S(=O)(=O)N3CCOCC3)c2)C(C)C)c1 (stereo not drawn)	1.6	-6.5	-2.3	12.4	0.1	-5.6	2.7	-1.1	-2.1
